LDHA inh: LDHA (human) enzyme inhibition; P00338; purified LDHA, NADH/diaphorase-resazurin fluorescence; active compounds read low; activity change, % (values are at about 110 or 230 µM); 0.15% of 480,000 active; in the data active = activity change below about -30%; inconclusive = mostly about -25% to -30%;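 note: plate controls were DMSO wells for no effect and wells without enzyme for full effect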
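Human LDH5 (2 nM) was incubated with 0.06 mM NADH and 0.2 mM pyruvate for 5 min at room temperature in Tris pH 7.4. Remaining NADH was coupled through diaphorase/resazurin, and resorufin fluorescence was read at 0 and 20 min.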
ALOX12 inh: ALOX12 (human) lipoxygenase inhibition | P18054 | purified 12hLO, xylenol orange hydroperoxide absorbance | Potency, µM (doses to about 108 µM), without a hit: at the highest dose activity change, negative = inhibition, hits mostly inhibitors | 1.1% of 580,000 active | AID 1671190; active = well fitted inhibition curve with a large enough effect; inconclusive = small, poorly fitted or top-dose-only effect, or another doubt; inactive = no such curve, though single readings can be large or run the other way; note: potency is the fitted concentration of half-maximal effect
Target sequence (P18054 whole entry, looked up): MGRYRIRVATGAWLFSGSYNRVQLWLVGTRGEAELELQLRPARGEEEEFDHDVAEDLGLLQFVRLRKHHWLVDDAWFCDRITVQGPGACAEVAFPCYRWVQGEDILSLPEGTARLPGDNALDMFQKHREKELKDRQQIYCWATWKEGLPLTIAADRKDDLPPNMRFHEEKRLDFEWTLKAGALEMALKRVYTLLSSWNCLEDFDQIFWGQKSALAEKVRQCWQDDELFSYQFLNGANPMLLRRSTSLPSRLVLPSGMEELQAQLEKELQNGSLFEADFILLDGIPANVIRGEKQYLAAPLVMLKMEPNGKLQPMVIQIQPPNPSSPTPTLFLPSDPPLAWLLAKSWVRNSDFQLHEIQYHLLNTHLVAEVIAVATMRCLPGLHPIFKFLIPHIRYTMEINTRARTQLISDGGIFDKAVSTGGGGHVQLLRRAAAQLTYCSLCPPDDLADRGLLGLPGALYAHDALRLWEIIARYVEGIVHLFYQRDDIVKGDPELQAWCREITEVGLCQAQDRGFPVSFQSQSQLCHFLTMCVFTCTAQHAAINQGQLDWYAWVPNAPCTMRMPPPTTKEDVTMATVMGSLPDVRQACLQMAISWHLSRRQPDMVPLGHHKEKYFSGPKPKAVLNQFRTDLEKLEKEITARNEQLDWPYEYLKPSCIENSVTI
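Purified human 12hLO at 150 nM in 25 mM Hepes, 0.01% Triton X-100, pH 7.0, preincubated 15 min at room temperature with compound. Reaction started with 40 uM arachidonic acid, 30 min at room temperature. Hydroperoxide measured by Fe-xylenol orange, 573/405 nm absorbance ratio.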
* = called active by the depositor; ? = inconclusive; [ ] = remark or other dose. Unless noted, % is set by controls: 0 for no effect and ±100 for the full control effect. Some of the compounds tested; rates above refer to the full screens.

SMILES | LDHA inh | ALOX12 inh
Cc1ccc(NC(=O)c2ccc(C3Nc4cc(C(F)(F)F)ccc4S(=O)(=O)N3)cc2)cc1C (stereo unspecified) | 2.5 | -28.6%
O=S(=O)(c1ccc2c(c1)OCCO2)c1nc(-c2ccccc2)oc1NCCN1CCOCC1 | -1.0 | 25.1µM*
CCc1cc(=O)oc2c(C)c(OCc3cccc(OC)c3)ccc12 | -2.6 | -0.2%
CC(C)OCCCNc1nc2ccccc2nc1NS(=O)(=O)c1ccccc1 | 4.4 | ?
CC(C)N(Cc1ccc(C(N)=O)cc1)C1CC1 | 4.4 | 1.2%
Cc1c(CC(=O)N2CCN(c3ccccc3)CC2)c(=O)oc2c(C)c(O)ccc12 | 1.3 | 4.1%
CCCCN(C)C(=O)C1CCC(Cn2c(=O)c3sccc3n(CC(=O)N(CC)CC)c2=O)CC1 (stereo unspecified) | -2.5 | -1.0%
O=C(Nc1cc(-c2nc3ccccc3o2)ccc1Cl)c1ccc([N+](=O)[O-])o1 | -7.4 | ?
CC1(C)N=C(SCC(=O)Nc2ccc(Br)cc2)C(c2ccc(Br)cc2)=N1 | 7.2 | ?
COc1ccc(CNC(=O)Cc2c(C)c3ccc(OC(C)=O)cc3oc2=O)cc1OC | -3.7 | -11.8%

Some of the entries so far, with tabs.
Structure	LDHA inh	ALOX12 inh
CC(C)N(Cc1ccc(C(N)=O)cc1)C1CC1	4.4	1.2%
Cc1c(CC(=O)N2CCN(c3ccccc3)CC2)c(=O)oc2c(C)c(O)ccc12	1.3	4.1%
CCCCN(C)C(=O)C1CCC(Cn2c(=O)c3sccc3n(CC(=O)N(CC)CC)c2=O)CC1 (stereo unspecified)	-2.5	-1.0%
O=C(Nc1cc(-c2nc3ccccc3o2)ccc1Cl)c1ccc([N+](=O)[O-])o1	-7.4	?

Look-ups from the entries so far.
Under LDHA inh, `CCCCN(C)C(=O)C1CCC(Cn2c(=O)c3sccc3n(CC(=O)N(CC)CC)c2=O)CC1` (stereo unspecified) has the entry -2.5
Under LDHA inh, `CC(C)OCCCNc1nc2ccccc2nc1NS(=O)(=O)c1ccccc1` has the entry 4.4

The listing continues.
SMILES | LDHA inh | ALOX12 inh
CCCOc1nc2ccccc2nc1N1CCC(C(N)=O)CC1 | 7.7 | -8.9%
Cc1ccc(NC(=O)CCc2ncc(-c3ccc(F)cc3F)o2)c(Cl)c1 | 11.2 | -3.6%
Cc1cccc(NC(=O)CN2CCN(C(=O)CC(C)NC(=O)c3ccccc3)CC2)c1C (stereo unspecified) | 2.4 | 33.8%[activator]
CCCCc1nn2cc(-c3ccc(F)cc3)nc2s1 | -2.6 | 26.6%
Cc1ccc(/C=N/Nc2ccc(Cl)c(Cl)c2)c(C)c1 | -17.1 | ?
CCOc1ccc(-n2nc(C(=O)Nc3cccc(C(F)(F)F)c3)c3ccccc3c2=O)cc1 | 11.7 | -32.4%
COC(=O)c1c(-c2csc(NC3CC3)n2)c(C)n(C(C)C)c1C | 81.8 | ?
O=C(O)c1ccc(CSc2cccc(Cl)c2)cc1 | -4.1 | ?
O=C(O)CC12CC3CC(Br)(C1)CC(CC(=O)O)(C3)C2 | 0.3 | 13.5%
CSCCC(NS(=O)(=O)c1ccc2c(c1)oc(=O)n2C)C(=O)Nc1ccc(C)cc1Cl (stereo unspecified) | -15.8 | 34.6%[activator]

Another view of some results above.
LDHA inh	ALOX12 inh	SMILES
11.2	-3.6%	Cc1ccc(NC(=O)CCc2ncc(-c3ccc(F)cc3F)o2)c(Cl)c1
2.4	33.8%[activator]	Cc1cccc(NC(=O)CN2CCN(C(=O)CC(C)NC(=O)c3ccccc3)CC2)c1C (stereo unspecified)
-2.6	26.6%	CCCCc1nn2cc(-c3ccc(F)cc3)nc2s1
-17.1	?	Cc1ccc(/C=N/Nc2ccc(Cl)c(Cl)c2)c(C)c1
11.7	-32.4%	CCOc1ccc(-n2nc(C(=O)Nc3cccc(C(F)(F)F)c3)c3ccccc3c2=O)cc1
81.8	?	COC(=O)c1c(-c2csc(NC3CC3)n2)c(C)n(C(C)C)c1C

(further entries)
SMILES | LDHA inh | ALOX12 inh
Cc1c(OCC(=O)Nc2ccccc2)c(=O)ccn1CCO | 3.7 | -16.9%
COC(=O)C1=C(N)Oc2n[nH]c(-c3ccccc3)c2C12C(=O)N(Cc1ccc(F)cc1)c1ccccc12 (stereo unspecified) | 0.4 | ?
O=C(CSc1nnnn1-c1ccc(C(=O)O)cc1)Nc1ccccc1 | 9.9 | -4.0%
COC(=O)CNc1cc(C(=O)OC)cc(C(=O)OC)c1 | 4.2 | -17.7%
CCCCc1ccc(Nc2ncnc3c2cnn3-c2ccccc2)cc1 | -2.2 | -2.7%
CSc1ccccc1C(=O)Nc1ccc(F)c(F)c1 | -3.3 | -28.1%
CCOCCOC(=O)COc1ccc2c(=O)c(-c3ccc(Cl)cc3)c(C(F)(F)F)oc2c1 | 2.4 | 11.6%
Cc1cc(NC(=O)CCc2ccsc2)ccc1N1CCCC1=O | -4.1 | 13.0%
CCOC(=O)c1c(NC(=O)COc2ccc3c(c2)OCO3)sc(C)c1C | -8.4 | -1.0%
O=C(O)CCCN1CCOCC1 | 1.8 | ?
CCOc1ccc(NC(C)(CC)c2nnnn2-c2c(C)cccc2C)cc1 (stereo unspecified) | -23.4 | -29.5%
CCC(C)(C)C1CCc2c(sc(NC(=O)CC(C)C)c2C#N)C1 (stereo unspecified) | 18.8 | -15.3%
CCCCc1cc2cc(C(=O)Nc3ccc(C)cc3)ccc2nc1Cl | 2.3 | -4.4%
CC(=O)Nc1ccc(Nc2cc(C)nc3c(-c4ccc(C)cc4)cnn23)cc1 | -19.0 | 2.2%
COC(CNC(=O)C1CCN(c2ncnc3sc(C)c(C)c23)CC1)OC | -2.6 | -0.1%
Cc1ccc(NC(=O)Nc2c(NC3CCCCC3)c3ccccc3oc2=O)cc1F | 1.1 | -0.8%
O=C(OCc1ccc(Br)cc1)c1ccc(O)cc1 | 3.9 | ?
CN(C)C(=O)c1ccc(NC(=O)COC(=O)C2CCN(c3ccc(C(F)(F)F)cn3)CC2)cc1 | -1.9 | 2.6%
Cc1ccc(S(=O)(=O)N2CCCCC2)cc1C(=O)OCc1nc2ccccc2nc1C | -13.6 | 3.8%
Cc1c[nH]cc1C(=O)OCC#Cc1ccccc1 | ? | 29.5%
CCc1ccc2nc(-c3ccccc3C)cc(C(=O)O)c2c1 | -2.6 | ?
C#CCNC(=O)CN1CCC(CN2CCCCCC2)CC1 | 3.7 | 49.0%[activator]
Cc1ccc(C(=O)Nc2cccc3cccnc23)cc1 | 10.7 | 29.3%
CCOC(=O)c1ccc(S(=O)(=O)N2CCC3(CC2)NC(=O)c2ccccc2N3)cc1 | -2.7 | -3.0%
Cc1ccc(C23CC4CC(CC(C(=O)Nc5cc(Cl)ccc5Cl)(C4)C2)C3)cc1 | 5.0 | 7.9%
O=C(Nc1ccc(O)c(-c2nc3ccccc3o2)c1)c1ccccc1Br | -6.6 | 8.8%
Cc1cc(Cl)c(Cl)cc1S(=O)(=O)Nc1ccccn1 | -2.1 | 18.0%
O=C1C=C(NCC23CC4CC(CC(C4)C2)C3)C2(CCCCC2)O1 | 3.8 | 12.5%
Cc1ccc(C(CNC(=O)c2cc(=O)c3cc(Br)ccc3o2)N2CCC(C)CC2)o1 (stereo unspecified) | -2.0 | ?
CC(C)n1nnnc1C1c2ccccc2C(=O)N1Cc1ccc(F)cc1 (stereo unspecified) | -8.1 | -6.5%
COc1ccc(NC(=O)c2ncoc2-c2cccc(Cl)c2)c(OC)c1 | -3.9 | 7.2%
CCc1ccc2oc(C(=O)Nc3ccccc3C)cc(=O)c2c1 | 9.5 | 11.7%
CCCNC(=O)COC(=O)c1ccc2ccccc2n1 | -2.0 | -51.7%
CCOc1ccc(CC(=O)Nc2cccc3cccnc23)cc1 | 5.1 | 12.5%
Cc1ccc(CNCCN2CCCC2)cc1C | 10.5 | ?
COc1ccc(C(=O)c2sc(Nc3cccc(C)c3C)nc2N)cc1OC | 1.7 | ?
CCn1cnc2c1c(=O)n(CC(=O)NC(C)c1ccccc1F)c(=O)n2Cc1ccccc1 (stereo unspecified) | 3.4 | -35.6%
NC(=S)N/N=C1\C2C3CC4C1C1C2CC3C41 (stereo unspecified) | -4.8 | ?
CCOc1ccccc1Nc1nc(-c2cc3cccc(OC)c3oc2=O)cs1 | -0.3 | ?
NS(=O)(=O)c1ccc(N/N=C/C=C/c2ccccc2)c([N+](=O)[O-])c1 | 9.9 | 15.7%
CC(C)(C)C(=O)/C=c1/[nH]c(=O)/c(=C/c2cc(F)ccc2F)s1 | 4.2 | 36.3%
Cc1ccc2nc(Cl)c3cc(C(=O)NC4CCCc5ccccc54)sc3c2c1 (stereo unspecified) | -10.0 | -3.1%
Cc1c(Cl)cccc1N(CC(=O)Nc1ccc2c(c1)OCO2)S(C)(=O)=O | -0.2 | 0.5%
O=C(O)c1ccc(Nc2ccccc2)c([N+](=O)[O-])c1 | -4.3 | -27.4%
CCOc1cccc2cc(-c3csc(Nc4cccc(C(F)(F)F)c4)n3)c(=O)oc12 | 0.8 | -18.0%
O=CNNC(=S)Nc1ccc(Cl)cc1Cl | -5.5 | 34.9%[activator]
COc1ccc(-c2nnc(SCC(=O)Nc3ccc(C)cc3C)[nH]c2=O)cc1 | 2.3 | 3.5%
O=C(CSc1n[nH]c(-c2cc(Br)ccc2O)n1)N1CCCC1 | 13.0 | ?
COc1cccc2cc(C(=O)NCCc3c(C)[nH]c4ccc(C)cc34)c(=O)oc12 | 3.0 | -3.1%
COc1ccc(S(=O)(=O)Nc2nc3ccccc3nc2NCc2ccc(C)cc2)cc1 | -11.2 | -4.7%

(cont.)
SMILES | LDHA inh | ALOX12 inh
Cc1ccccc1-c1cc(C(=O)O)c2ccc(Br)cc2n1 | -6.6 | ?
O=C(COC(=O)c1cc(=O)c2ccccc2o1)c1ccc(Cl)cc1 | 9.1 | -5.4%
CCCC(=O)c1ccc(Oc2ccccc2)cc1 | 1.8 | -4.1%
CC(C)c1ccc(CNCC(O)c2ccccc2)cc1 (stereo unspecified) | 9.1 | ?
CC(=O)NCc1ccc(-c2csc(NC3CC3)n2)s1 | 9.6 | -27.5%
COC(=O)c1sc(S(=O)(=O)Nc2ccccc2Br)c(C(=O)OC)c1C | 1.4 | -4.4%
CN(CCC#N)C(=O)CSc1nc(C2CC2)nc2ccccc12 | -5.6 | 15.5%
CCCCCn1nnnc1-c1nc2cc(C)c(C)cc2[nH]c1=O | 4.8 | ?
CCCNc1c(NC(=O)Nc2ccc(C)cc2)c(=O)oc2ccccc12 | -3.0 | ?
Cc1cc(C)cc(NC(=S)NNC(=O)C(c2ccccc2)c2ccccc2)c1 | 5.8 | ?
CC(NC(=O)c1ccccc1NC(=O)CSc1nncn1-c1ccccc1F)c1ccccc1 (stereo unspecified) | 3.3 | -2.0%
Cc1cc(C)n(-c2ccc(CSc3cccc[n+]3[O-])cc2)n1 | 1.5 | -2.7%
O=C1/C(=C/c2cccs2)CSc2ccccc21 | 10.1 | ?
O=C1Cc2cc(C(=O)CSc3ccc4c(c3)OCCCO4)ccc2N1 | -19.0 | ?
O=C(Nc1ccc(CC(=O)N2CCOCC2)cc1)c1cc(Br)ccc1F | 4.5 | 7.9%
N#CCCn1cc(-c2csc(NC3CC3)n2)c2ccccc21 | 11.5 | 14.1µM*
CCOC(=O)Nc1ccc(N2CCn3c(nc4ccccc43)C2)cc1 | -23.0 | 1.9%
Cn1ccnc1C(NC(=O)c1nn(C)c(=O)c2ccccc12)c1cccc(F)c1 (stereo unspecified) | -3.1 | 20.1%
CN(C)c1ccc(C2CC(c3ccccc3)=CC(O)(c3ccccc3)C2C(=O)c2ccccc2)cc1 (stereo unspecified) | -24.7 | 0.3%
CNC(=O)CNC(=O)c1ccc(F)cc1Br | -21.1 | 8.7%
Cc1ccc2c(=O)cc(C(=O)NCC(c3cccs3)N3CCCC3)oc2c1 (stereo unspecified) | 1.8 | ?
CC(C)N(CCNC(=O)c1nn(C)c(=O)c2ccccc12)C(C)C | 11.2 | -24.9%
Cc1cc(C(=O)NCc2ccnc(N3CCCC3)c2)on1 | -15.8 | -1.2%
Cc1ccc(-c2cc(C(=O)N3CCN(Cc4ccc(C#N)cc4)CC3)c3ccccc3n2)o1 | 3.0 | ?
COc1ccc(Oc2c(C)oc3cc(OCC(=O)N4CCNC(=O)C4)ccc3c2=O)cc1 | 0.4 | -1.3%
O=C(Cn1cc(/C=C2\NC(=O)NC2=O)c2ccccc21)Nc1ccccc1 | -2.1 | ?

Screening data (PubChem BioAssay)
